# Source: PubChem BioAssay
# SKN-1 inh: blocks SKN-1 activity in C. elegans; C. elegans VP596 Pgst-4::GFP/RFP ratio, acrylamide-induced, 24 h; inhibition, % at 21.8 µM; hit rate 0.49% among 360,000; AID 624304;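 active means interference check ratio from 0.5 to 1.5 plus GFP to RFP signal ratio inhibition reaching or exceeding a fixed threshold, cut at about 30% in these data, passing the limit was not always enough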; further: some compounds called inactive have numbers as strong as hits
# FAS-TE inh: inhibitors of human fatty acid synthase thioesterase domain; P49327; recombinant FAS-TE, OMFH fluorogenic substrate, fluorescence endpoint; inhibition, % at 15 µM; hit rate 0.67% among 360,000;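 active means compounds whose normalised, plate-corrected inhibition of enzyme fluorescence in the single-dose primary screen is 50% or more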;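 further: 0% = DMSO with enzyme and 100% = substrate without enzyme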
# bovine MsrA act: bovine methionine sulfoxide reductase A activation; purified bovine MsrA, absorbance read-out; activation, % at 10.6 µM; hit rate 0.3% among 360,000; AID 602163; in the data active means activation above about 7.5%;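 further: 0% = vehicle and 100% = reference activator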
# MT1-MMP act inh: blocks activation of human MT1-MMP; GFP/RFP ratio change, % at 20 µM; hit rate 0.061% among 360,000; HT1080 RFP-PRO-GFP cells, GFP/RFP ratio fluorescence, overnight; percent of plate control window, DMSO zero; P50281; AID 651647;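 active means GFP/RFP ratio change of at least 30% with cell ATP level not reduced by more than half and red fluorescence within 50% of control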; further: strong numbers were not always called active
#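 Read-out: GFP/RFP fluorescence ratio; Test system: RFP-PRO-GFP reporter HT1080 cells; Compound dosing: single-point 20 µM compound, 1% DMSO; Times: overnight compound exposure at 37 °C.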
# CendR NRP1 mod: modulators of CendR peptide binding to human neuropilin-1; FAM-RPARPAR peptide binding to NRP-1, fluorescence polarization; inhibition, % at 25 µM; hit rate 0.85% among 360,000; AID 602438;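 active means inhibition or corrected inhibition above about 18%, plus a signal ratio from 0.5 to 1.5, limit read from the data, passing the limit was not always enough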; further: strong numbers were not always called active
# Target sequence (O14786 whole entry, looked up): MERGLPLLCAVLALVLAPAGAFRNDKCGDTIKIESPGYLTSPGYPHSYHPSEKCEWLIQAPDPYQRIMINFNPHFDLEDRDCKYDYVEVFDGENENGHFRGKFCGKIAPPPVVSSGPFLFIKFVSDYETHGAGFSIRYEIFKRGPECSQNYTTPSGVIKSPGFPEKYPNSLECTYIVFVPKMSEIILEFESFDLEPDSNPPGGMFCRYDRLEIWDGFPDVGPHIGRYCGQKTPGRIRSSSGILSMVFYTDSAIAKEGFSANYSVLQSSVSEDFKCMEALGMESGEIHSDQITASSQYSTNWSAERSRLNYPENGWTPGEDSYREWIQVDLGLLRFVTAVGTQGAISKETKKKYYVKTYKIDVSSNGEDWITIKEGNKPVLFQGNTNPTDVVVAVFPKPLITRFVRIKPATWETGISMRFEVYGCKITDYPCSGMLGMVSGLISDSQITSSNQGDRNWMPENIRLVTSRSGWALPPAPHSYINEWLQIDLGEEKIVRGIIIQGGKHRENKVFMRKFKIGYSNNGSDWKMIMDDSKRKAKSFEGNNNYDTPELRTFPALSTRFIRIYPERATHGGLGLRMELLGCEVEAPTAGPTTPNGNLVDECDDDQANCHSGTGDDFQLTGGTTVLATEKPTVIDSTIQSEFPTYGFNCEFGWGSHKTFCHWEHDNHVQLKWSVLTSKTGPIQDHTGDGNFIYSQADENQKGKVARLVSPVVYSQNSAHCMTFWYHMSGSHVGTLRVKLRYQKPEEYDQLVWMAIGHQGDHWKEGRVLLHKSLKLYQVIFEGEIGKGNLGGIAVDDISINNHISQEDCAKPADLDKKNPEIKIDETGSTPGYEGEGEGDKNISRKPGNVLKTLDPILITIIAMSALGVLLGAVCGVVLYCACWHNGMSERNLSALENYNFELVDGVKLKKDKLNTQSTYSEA
# Neddylation inh: blocks human cullin neddylation; P61081+Q13564; TR-FRET cullin neddylation, biochemical; calls only at 25 µM; hit rate 0.58% among 360,000; AID 651699; in the data active means inhibition above about 36%
# Rin1 Abl inh: inhibitors of human Rin1-Abl protein interaction. TR-FRET Rin1/Abl binding, biochemical. hit rate 0.4% among 360,000. inhibition, % at 7.35 µM. AID 588664; in the data active means inhibition above about 5%, passing the limit was not always enough
# MsrA inh: inhibits bovine methionine sulfoxide reductase A | purified bovine MsrA, absorbance read-out | inhibition, % at 15.5 µM | AID 651718 | hit rate 0.75% among 360,000; in the data active means inhibition above about 4.5%;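 further: 0% = vehicle wells with enzyme and 100% = reference inhibitor wells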
# E coli Lon inh: E. coli protease La inhibition; P0A9M0; purified E. coli Lon protease, fluorescence polarization; inhibition, % at 7.94 µM; hit rate 0.42% among 360,000; in the data active means inhibition above about 13%, passing the limit was not always enough;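 further: 0% = enzyme with probe and DMSO and 100% = no enzyme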
# An asterisk follows results filed as active; i = inactive; x = not tested or not shown.
molecule,MsrA inh,E coli Lon inh,MT1-MMP act inh,Rin1 Abl inh,Neddylation inh,CendR NRP1 mod,bovine MsrA act,FAS-TE inh,SKN-1 inh
CC(=O)Nc1ccc(S(=O)(=O)NCC2CCC(C(=O)NCCC3=CCCCC3)CC2)cc1 (stereo not drawn),0.2,-5,1,0,i,-1,-3,-10,5
COc1cccc(NC(=O)C2CC(=O)N(Cc3ccc(C)cc3)C2)c1 (stereo not drawn),0.1,-8,2,3,i,0,-10,-1,-7
COCCN1CN(S(=O)(=O)c2ccc(Cl)cc2)c2nc3ccccc3nc21,1.2,7,-1,1,i,-3,0,9,-1
NC(=O)CSc1nnc(C2CC2)n1Cc1ccccc1,-1.9,6,3,-2,i,-2,-3,-9,12
Cc1cc(C(=O)COC(=O)CN=C2NS(=O)(=O)c3ccccc32)c(C)n1CCc1ccc(Cl)cc1,1.2,-11,-5,0,i,-11,-4,21,0
NC(=Nc1ccccc1)N(c1ccccc1)c1ccccc1,1.8,-1,-3,4,i,4,-5,-4,2
CCOC(=O)c1nn(-c2cc(C(=O)OC)cc(C(=O)OC)c2)cc1O,-0.4,-7,5,3,i,4,0,-1,5
O=C(Cn1cnc2ccccc2c1=O)Nc1ccc(-c2nnc3n2CCCCC3)cc1,-0.3,-7,-3,2,i,-4,-5,0,-1
CCCCN(C)c1c(C)nc2ccc(C(=O)NCCCn3ccnc3)cn12,0.1,-4,-2,0,i,4,-3,-7,18
O=C(NCCN1CCN(Cc2ccccc2)CC1)c1ccc(CS(=O)(=O)c2ccc(Br)cc2)o1,2.4,0,3,6,i,16,-2,-4,17
COc1ccc([N+](=O)[O-])cc1NC(=O)CC1SC(=Nc2cccc(C)c2C)N(/N=C(\C)c2ccc(C)cc2)C1=O (stereo not drawn),-0.6,-7,4,-3,i,-16,-1,76*,3
Cc1ccc(OCC(=O)N(C)Cc2ccccc2)c([N+](=O)[O-])n1,1.1,-8,-1,-4,i,11,-3,-10,-3
COC(=O)C1CCN(C(=O)[C@H](C)NC(=O)C2CC(=O)N(c3ccc(F)cc3)C2)CC1 (stereo partly drawn),-0.8,1,-3,6,i,-8,-1,-4,6
CCOC(=O)c1c(C)[nH]c(C(=O)N2CCCC(C(=O)c3ccccc3OC)C2)c1C (stereo not drawn),-1.5,-7,6,0,i,-6,-3,-1,-4
O=C(O)C1C2CCC(C2)C1C(=O)Nc1cccc([N+](=O)[O-])c1 (stereo not drawn),0.0,-9,1,0,i,18,-2,-5,3
CC(C)(CNC(=O)CO/N=C1/C=C2CCC3C(C(O)C[C@@]4(C)C3CC[C@]4(O)C(=O)CO)[C@@]2(C)CC1)C(O)C(=O)O (stereo partly drawn),1.6,12,4,2,i,10,1,-6,0
Cc1c(CCOC(=O)c2cc([N+](=O)[O-])ccc2Cl)sc[n+]1CCCCS(=O)(=O)[O-],-0.1,-4,0,1,i,2,-8,-7,-4
CC1(C(=O)Nc2cccc3c2CCCC3)CCN1C(=O)C1(c2ccccc2)CC1 (stereo not drawn),-0.7,8,-2,2,i,5,-1,18,18
CN(Cc1c(C(=O)N/N=C/c2cccs2)nnn1-c1nonc1N)c1ccccc1,1.6,-2,-1,-4,i,5,-5,12,13
COc1ccccc1OCC(=O)NCC1CCCN(Cc2cnn(C)c2C)C1 (stereo not drawn),0.5,-6,-2,0,i,11,-7,-6,-8
CCOc1cc(/C=N/NC(=O)CCCC(=O)NC2CCCCC2)ccc1O,2.7,-9,1,-4,i,9,-8,-6,-11
Cc1cccc(NC(=O)c2ccco2)c1C,-1.3,2,3,-1,i,4,-2,-7,10
Cc1ccccc1C1CC(c2ccccc2OC(F)F)Nc2ncnn21 (stereo not drawn),-0.8,-5,2,3,i,6,1,-6,20
O=C(CCS(=O)(=O)c1ccccc1)NC1CCCC1,0.1,0,-3,2,i,-8,-2,-1,0
COc1ccc(CNC(=O)C2CCN(S(=O)(=O)c3cccc4cccnc34)CC2)cc1,-0.5,5,-3,0,i,-1,-2,-5,-3

# 3 structures out of the list, sorted by count of non-hydrogen atoms, highest first:
molecule,MsrA inh,E coli Lon inh,MT1-MMP act inh,Rin1 Abl inh,Neddylation inh,CendR NRP1 mod,bovine MsrA act,FAS-TE inh,SKN-1 inh
O=C(Cn1cnc2ccccc2c1=O)Nc1ccc(-c2nnc3n2CCCCC3)cc1,-0.3,-7,-3,2,i,-4,-5,0,-1
Cc1c(CCOC(=O)c2cc([N+](=O)[O-])ccc2Cl)sc[n+]1CCCCS(=O)(=O)[O-],-0.1,-4,0,1,i,2,-8,-7,-4
NC(=Nc1ccccc1)N(c1ccccc1)c1ccccc1,1.8,-1,-3,4,i,4,-5,-4,2

# More results
molecule,MsrA inh,E coli Lon inh,MT1-MMP act inh,Rin1 Abl inh,Neddylation inh,CendR NRP1 mod,bovine MsrA act,FAS-TE inh,SKN-1 inh
CC(C)C(=O)NC(C)C(c1cccs1)N1CCOCC1 (stereo not drawn),-1.3,2,6,7,i,-12,-3,-10,-1
CCNc1nc(C)nc2c1cnn2C,-0.7,-6,5,-2,i,14,2,-9,20
COc1ccc(S(=O)(=O)N2CCOC2CNC(=O)C(=O)NCCc2ccccc2)cc1OC (stereo not drawn),0.4,-14,1,2,i,-6,-2,-6,-1
CC(=O)c1c(C)[nH]c(C(=O)N(C)C(c2ccccc2)c2ccccc2)c1C,0.3,-16,-12,1,i,0,-4,6,7
C=CC[C@@H](CC(=O)N(CCO)Cc1ccccc1)C(=O)N[C@@H](COC(=O)[C@H](CC=C)CC(=O)OC(C)(C)C)Cc1c[nH]c2ccccc12,0.3,-4,-25,1,i,7,1,17,21
CC1(Cc2ccccc2OC(F)(F)F)C(=O)Nc2ccc(-c3ccsc3)cc21 (stereo not drawn),-1.1,-1,-7,1,i,0,-2,24,0
CC(=O)Nc1ccc(C(=O)COC(=O)c2cc(C)oc2C)c(F)c1,-0.2,-13,9,2,i,-8,-14,2,-8
COc1ccc2c(C)c(CC(=O)N3C[C@H]4C[C@@H](C3)c3cccc(=O)n3C4)c(=O)oc2c1OC,2.0,-8,15,0,x,5,-2,-4,-1
Cc1ccc(CNC(=O)CN(C2CCCCC2)S(C)(=O)=O)cc1,-0.4,-1,-2,-3,i,4,-2,-6,19
CC(OC(=O)Cc1coc2cc3c(cc12)CCC3)C(=O)NC(N)=O (stereo not drawn),-0.5,6,2,1,i,13,-12,-6,-3
O=C1c2ccc([N+](=O)[O-])cc2C(=O)N1Cc1cccnc1,-0.2,-7,-2,-3,i,10,2,4,4
c1cncc(-c2nnc3sc(-c4ccco4)nn23)c1,-0.9,3,11,-1,i,-5,2,-2,-5
Cc1cc(C)n(C(C)CNS(=O)(=O)c2ccc(C)c(C)c2)n1 (stereo not drawn),0.1,-2,2,2,i,7,-3,-3,-3
CC(C)CCNC(=O)c1cn(C)c2ccc(S(=O)(=O)N3CCCC3)cc2c1=O,-1.4,-4,5,-2,i,-2,-1,14,18
O=C1OCCC1Sc1nnc(-c2ccccc2Cl)n1Cc1ccccc1 (stereo not drawn),-0.5,-3,-1,1,i,-3,2,-12,8
COc1ccc(OC)c(/C=N/NC(=O)CCN2CCN(C(c3ccccc3)c3ccccc3)CC2)c1,0.6,5,-8,0,x,-2,-7,4,-3
CCCNS(=O)(=O)c1ccc(OCC(=O)N2CCc3ccccc3C2)c(C)c1,-0.5,-6,4,-2,i,2,-2,2,-3
COCCNC(=O)C1(C)CCCN(Cc2csc3ccccc23)C1 (stereo not drawn),-0.1,-2,-2,0,i,-3,-2,-10,1
O=c1sc2ccccc2n1CCCOc1ccccc1,-0.4,-3,-18,-4,i,10,-3,18,15
NC(=O)C1CCN(C(=O)COc2ccc(S(=O)(=O)NCc3ccccc3)cc2Cl)CC1,0.3,-6,0,0,i,9,0,-14,-2
O=C(Cc1ccc(Cl)cc1)Nc1ccc(C(=O)N2CCOCC2)cc1,-0.9,-5,0,1,i,2,-9,-7,-4
O=C(CSc1ccc(F)cc1)NNC(=O)c1ccccc1Br,-1.3,4,1,1,i,4,1,-5,1
CCCC1c2ccsc2CCN1C(=S)NC (stereo not drawn),-0.4,14,1,-3,i,-4,-3,0,4
CCOC(=O)c1c(C)n(-c2ccccc2)c2ccc(OCCN(C)C)cc12,-0.7,1,-1,1,i,8,-1,-2,-7
C/C(=N/NC(=O)c1ccccn1)c1ccco1,0.1,-4,3,-3,i,-10,-6,-7,16
CCC(C)[C@H]1CNC(=O)C(=O)N1CCc1cccc2ccccc12 (stereo partly drawn),0.0,-9,10,x,i,0,-4,-2,-2
Cc1ccccc1NC(=O)COC(=O)[C@@H]1CCCN1C(=O)c1cccs1,0.3,9,-1,5,i,8,-1,-4,3
COc1ccc(-c2cc(NC=O)c3ncc(-c4cccc(C(=O)NCCN(C)C)c4)n3c2)c(OC)c1,0.6,-12,-5,-1,i,-17,-2,1,-16
COc1ccc(S(=O)(=O)N2CCN(C(=O)c3cccs3)CC2)cc1,-0.2,-3,2,2,i,5,-11,-1,-8
O=C(Cn1cnc2ccccc2c1=O)NC1CCCc2ccccc21 (stereo not drawn),1.7,-5,0,-3,i,-3,-3,-4,0
Cc1cc(NC(=O)CCC(=O)N(c2ccccc2)C(C(=O)NC2CCCCC2)c2cccs2)no1 (stereo not drawn),-0.2,-1,1,5,i,1,3,-2,10
NC(=O)c1ccc(NC(=O)c2cccc3c2OCCCO3)cc1,0.3,-3,-1,-3,i,4,-1,-6,4
O=C1CCCc2c1oc1c2CCCC1,-1.4,-2,1,-2,i,4,-6,-1,13
CC(C)(C)NC(=S)NNC(=O)c1cccc(Br)c1,0.7,5,-2,-1,i,16,-3,-1,7
O=C(O)COc1ccc(-c2nc(-c3ccccc3)c(-c3ccccc3)[nH]2)cc1,0.6,-2,0,4,x,-6,-2,5,18
CCN(Cc1ccccc1)C(=O)c1cccc(S(=O)(=O)N2CCN(c3ccccc3)CC2)c1,-1.1,0,0,-4,i,-2,-3,20,-7
O=C(NCC(c1cccnc1)N1CCN(c2ccc(F)cc2)CC1)c1ccco1 (stereo not drawn),-1.3,2,24,0,i,-1,-10,-2,-2
COc1ccc(CNC(=O)C(Cc2ccccc2)n2cccc2)cc1 (stereo not drawn),0.5,-3,0,-1,i,1,-6,4,15
CCCn1c(SCC(=O)c2cc(C)n(-c3ccc4c(c3)OCO4)c2C)n[nH]c1=O,-0.4,1,-4,-3,i,3,-1,-6,12
Cc1cccc(C(=O)C2CCOC(C)(C)C2)c1 (stereo not drawn),-0.9,-1,3,2,i,-1,0,-1,2
CCN(CC)CCOc1ccc2nc(N(C)C)sc2c1,-1.7,-2,-3,2,i,-5,-12,-9,11
CCCCN(C1CCS(=O)(=O)C1)S(=O)(=O)c1cccs1 (stereo not drawn),-0.8,-8,-4,1,i,3,-1,-3,5
CC(C)N1CC(C(=O)Nc2ccc(Br)c(Cl)c2)CC1=O (stereo not drawn),0.1,-2,-2,2,i,8,-3,-2,24
Cc1cc(C)n2nc(CNS(=O)(=O)c3ccc(C)c(C)c3)nc2n1,-0.4,0,1,-1,i,5,0,-5,18
O=C(N/N=C/c1ccccc1OC(F)F)C1=COCCO1,0.8,-3,1,-2,i,-1,-3,-2,9
Cc1cc(C(=O)COC(=O)Cc2n[nH]c(=O)c3ccccc23)c(C)n1CC(F)(F)F,0.0,-6,2,3,i,-1,-1,-7,-2
CC(C)CC(=O)NS(=O)(=O)c1ccc(NS(C)(=O)=O)cc1,1.5,3,-4,0,i,11,-9,-2,-3
CC1(C(=O)NS(=O)(=O)c2ccc(C#N)cc2)CCN1C(=O)c1ccc(C2CCCCC2)cc1 (stereo not drawn),0.5,-2,-1,-2,i,4,-1,63*,3
